Screens: PubChem BioAssay, National Center for Advancing Translational Sciences (NCATS)
BRCA1 expr up = BRCA1 expression activation; MCF7-BRCA1-FFLuc reporter, luminescence, 48 h; response scale: scaled: vehicle 0%, 10 µM genistein 100%; Potency, µM (highest dose often 46.1 µM), without a hit: at the top dose activation, actives largely listed as activators; 380,000 compounds, 1.1% hits; active means well fitted activation curve with a large enough effect; inconclusive means small, poorly fitted or top-dose-only effect; inactive means no such curve, though single readings can be large or run the other way; further: nearly all actives have a fitted effect of over 80% in size; some results filed as inactive show a strong effect at the top dose
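MCF7-BRCA1-FFLuc, 2000 cells/well; 2 h attach, 37 °C/5% CO2; compound 48 h; luciferase substrate 15 min; luminescence end-point. Norm. to genistein 10 microM max activation and DMSO; concentration-response curves fitted.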
Starred values were filed as active, the others as inactive; ? = inconclusive; [ ] = remark or other dose. Potency means the concentration at half of the fitted maximal effect.

SMILES | BRCA1 expr up
CCOc1ccc(CCN2C(=S)N([C@@H](CC(C)C)CN3CCCC3CN3C(=S)NC[C@@H]3Cc3ccccc3)C[C@@H]2CC(C)C)cc1 (stereo partly specified) | -17.2%
COc1cccc(CN2CCNC(=O)C2CC(=O)N(C)C2CCCCC2)c1OC (stereo unspecified) | -2.7%
O=S1(=O)CC(O)C(O)CS1 (stereo unspecified) | -7.7%
COc1ccc(NC(=O)c2ccc3ccccc3c2OC)cc1 | ?
CN(Cc1ccccc1F)c1cc2c(c3c1ccn3C)C1CCC2C1 (stereo unspecified) | 15.5%
O=C1CCC[C@@H]2C[C@@]3(C[C@@H]4CCN1[C@H]24)Nc1cc(Cl)ccc1NC3=NC1CCCCC1 | 20.1%
CC1Cc2ccccc2N1C(=O)c1ccc(Br)o1 (stereo unspecified) | ?
COc1cccc(C(O)c2nc(-c3cc4ccccc4o3)cs2)c1 (stereo unspecified) | 45.0%
CCOC(=O)[C@]12CCC=C1N(Cc1ccc3c(c1)OCO3)C(=O)[C@H](CC(=O)NCCc1ccccc1OC)C2 | 0.0%
CCOC(=O)[C@]12CCCC=C1N(Cc1ccco1)C(=O)[C@H](CC(=O)NCc1cccc3ccccc13)C2 | -8.6%
COc1cc(C(=O)N2CCCCC2c2cc(C(=O)Nc3ccccc3Cl)no2)cc(OC)c1C (stereo unspecified) | -24.7%
Cc1cc2nc(-c3cccc(Cl)c3)c(Cc3ccccc3)n2c(C)c1Br | -50.8%
C[C@H]1CN([C@@H](C)CO)C(=O)c2cc(C3=CCCCC3)cnc2O[C@@H]1CN(C)C(=O)Cc1ccccc1 | -18.4%
CC1(C(=O)NS(=O)(=O)c2cccs2)CCN1C(=O)C1(c2ccc(Cl)cc2)CCC1 (stereo unspecified) | 9.3%
CCCC(=O)N1CCC1(C)C(=O)NS(=O)(=O)c1cccs1 (stereo unspecified) | 3.0%
NS(=O)(=O)c1ccc(N2C(=O)CCCC2=O)cc1 | 3.9%
COc1ccc(S(=O)(=O)N2CCN(c3nc(-c4ccccc4)nc4ccccc34)CC2)cc1 | -3.2%
CCOC(=O)N1C(=O)C[C@](Sc2ccc(C)cc2)(C(=O)OC)[C@H]1c1ccccc1 | 10.4%
CN(C)CCn1c(COc2ccccc2)nc2ccccc21 | -9.8%
S=C(SSC(=S)N1CCOCC1)N1CCOCC1 | -17.0%
COc1ccc2c(c1)C(CC(C)=O)N(c1ccc(-c3cccnc3)cc1)C(c1ccsc1)=C2 (stereo unspecified) | -13.8%
CCOC(=O)CC1(C)c2nc(NC(C)=O)sc2Cc2sc(NC(C)=O)nc21 | 29.0%
O=C(NCCc1nc2ccccc2n1CCCOc1ccc2ccccc2c1)C1CCCCC1 | -9.2%
O=C(O)CC(CC(=O)O)c1ccc2c(c1)OCO2 | 13.5%
Cc1ccccc1C(=O)NCC(C)NC(=O)c1ccccc1C (stereo unspecified) | -6.9%

Six of these compounds in a different format:
| BRCA1 expr up | structure |
| --- | --- |
| -3.2% | COc1ccc(S(=O)(=O)N2CCN(c3nc(-c4ccccc4)nc4ccccc34)CC2)cc1 |
| 10.4% | CCOC(=O)N1C(=O)C[C@](Sc2ccc(C)cc2)(C(=O)OC)[C@H]1c1ccccc1 |
| -9.8% | CN(C)CCn1c(COc2ccccc2)nc2ccccc21 |
| -17.0% | S=C(SSC(=S)N1CCOCC1)N1CCOCC1 |
| -13.8% | COc1ccc2c(c1)C(CC(C)=O)N(c1ccc(-c3cccnc3)cc1)C(c1ccsc1)=C2 (stereo unspecified) |
| 29.0% | CCOC(=O)CC1(C)c2nc(NC(C)=O)sc2Cc2sc(NC(C)=O)nc21 |

(more compounds)
SMILES | BRCA1 expr up
CCN(C(=O)COC(=O)CNC(=O)c1cccs1)c1c(N)n(Cc2ccccc2)c(=O)[nH]c1=O | -1.9%
Cc1cccc2nc(Cn3c(=O)n(CCC(=O)NCc4ccco4)c(=O)c4ccccc43)cc(=O)n12 | 2.4%
C[C@@H]1CN([C@@H](C)CO)C(=O)c2cc(NS(=O)(=O)c3ccc(F)cc3)ccc2O[C@@H](C)CCCCO[C@H]1CN(C)C(=O)NC1CCCCC1 | -25.3%
COc1cccc(-c2cnc(C(O)c3ccc(C)c(F)c3)[nH]2)c1 (stereo unspecified) | 14.6%
NC(c1ccccc1)c1csc(NC(=O)NCC2CCCCC2)n1 (stereo unspecified) | 5.4%
N#Cc1ccc(C(=O)N(Cc2ccco2)Cc2cccs2)cc1 | 2.3%
CC(O)COCC1OC2OC3C(COCC(C)O)OC(OC4C(COCC(C)O)OC(OC5C(COCC(C)O)OC(OC6C(COCC(C)O)OC(OC7C(COCC(C)O)OC(OC8C(COCC(C)O)OC(OC1C(OCC(C)O)C2OCC(C)O)C(OCC(C)O)C8OCC(C)O)C(OCC(C)O)C7OCC(C)O)C(OCC(C)O)C6OCC(C)O)C(OCC(C)O)C5OCC(C)O)C(OCC(C)O)C4OCC(C)O)C(OCC(C)O)C3OCC(C)O (stereo unspecified) | 13.9%
CNc1nc(NCCOc2ccccc2)c2sccc2n1 | -15.0%
CCOC(=O)N(Cc1ccccc1)Cc1ccc(C(=O)N[C@@H](Cc2ccccc2)C(=O)O)cc1 | -1.2%
COc1ccc(C(C)=O)cc1Cn1c(C)c(C(=O)NCc2cccc(Cl)c2)sc1=O | -1.1%
CCCCC[C@@H](C)N1C[C@@H](COCc2ccccc2)Oc2cc(N3CC[C@H](O)C3)ccc2S1(=O)=O | -55.0%
CCOCCN1CCN(C2c3ccccc3CSc3ccccc32)CC1 (stereo unspecified) | -23.6%
COc1ccc(N=Cc2c(OC)ccc3ccccc23)cc1 | -13.6%
COC(=O)c1ccccc1C(=O)N(c1ccccc1)c1ccccc1 | -0.2%
Cn1c(=O)c2[nH]c(COc3ccccc3)nc2n(C)c1=O | 32.7%
CCN(C(=O)CSc1n[nH]c(-c2ccc(OC)cc2)n1)c1c(N)n(Cc2ccccc2)c(=O)[nH]c1=O | 18.9%
COC(C[C@H](O)C[C@H](O)[C@@H](C)OCc1ccccc1)OC | 4.5%
O=C(Nc1cccc(C(F)(F)F)c1)Nc1ccc2nc([C@@H]3O[C@H](CO)[C@@H](O)[C@H](O)[C@H]3O)[nH]c2c1 | 16.9%
CCCCN1CC(COCc2ccccc2)Oc2cccc(N3CCCC3)c2S1(=O)=O (stereo unspecified) | -3.9%
Cc1nc(SCC(=O)Nc2c(C)n(C)n(-c3ccccc3)c2=O)[nH]c(=O)c1C | -4.5%
C[C@H]1CN([C@@H](C)CO)S(=O)(=O)c2ccc(Br)cc2O[C@@H]1CN(C)S(=O)(=O)c1ccccc1F | 19.0%
O=C(CC[C@H]1O[C@@H](n2ccc(=O)[nH]c2=O)[C@H](O)[C@@H]1O)NCc1ccc2c(c1)OCO2 | 0.0%
Nc1nc(N)c(-c2cccc(C(F)(F)F)c2)c(Cc2cccc(C(F)(F)F)c2)n1 | -70.4%
Cn1nc(C(=O)NNC(=O)Cc2ccc(S(=O)(=O)N3CCOCC3)s2)c2ccccc2c1=O | -19.3%
O=C(Cc1ccccc1)NCC(=O)OCC(=O)c1cccc2ccccc12 | 9.8%
The results go on:
SMILES | BRCA1 expr up
OCCC#Cc1ccc(N2C(c3ccsc3)=Cc3ccc(F)cc3C2c2c[nH]c3ccccc23)cc1 (stereo unspecified) | -60.1%
OC(c1ccccc1)c1nc(-c2cccs2)cs1 (stereo unspecified) | 96.1%
COc1cccc(NC(=O)C2(C)CCN2CCc2ccccc2)c1 (stereo unspecified) | -2.2%
COc1ccc(CC(N)c2csc(Nc3cc(NCCCO)ncn3)n2)cc1 (stereo unspecified) | 0.0%
COc1cc(Cn2c3ccc(NC(=S)NCc4ccc(C)cc4)cc3c(=O)n2C)ccc1F | -8.3%
CC1(C(=O)Nc2nccs2)CCN1C(=O)CC(c1ccccc1)c1ccccc1 (stereo unspecified) | 16.2%
O=S(=O)(NCCS(=O)(=O)N1CCN(c2ccc(F)cc2)CC1)c1ccccc1 | -11.9%
COc1ccc(Cn2cc(CN3CC(N4CC=CC4)CS3(=O)=O)nn2)cc1 (stereo unspecified) | 0.0%
CC(C)C[C@H]1CN(CCCC[C@H]2CNC(=O)C(=O)N2CCc2ccccc2)C(=O)C(=O)N1CC1CCCCC1 | 5.0%
CC(=O)c1cccc(NC(=O)C(C)OC(=O)c2ccc(S(C)(=O)=O)c([N+](=O)[O-])c2)c1 (stereo unspecified) | -6.5%
COc1cc2c(c(OC)c1OC)-c1ccc(OC)c(=O)cc1C(NC(=O)c1ccccc1)CC2 (stereo unspecified) | ?
O=C1NC(=O)C2(CCC(C3CCCCC3)CC2)N1 (stereo unspecified) | -5.5%
C#CCN(C[C@@H]1[C@@H](OC(=O)NCc2ccc(OC)c(OC)c2)[C@@H](OC(=O)NCc2ccc(OC)c(OC)c2)CN(C(=O)OC(C)C)N1C(=O)OC(C)C)S(=O)(=O)c1ccc(C)cc1 | 8.2%
C[C@@H](CO)NC(=O)c1[nH]cnc1C(=O)Nc1cccc(Cl)c1 | -6.6%
Cc1ccc([C@H]2N[C@]3(CCCN(Cc4ccc(F)cc4)C3=O)[C@H]3C(=O)N(C)C(=O)[C@@H]23)cc1 | -5.4%
C=Cc1ccc(Cn2c(C)c(C(=O)NCc3cccc(C(F)(F)F)c3)sc2=O)cc1 | -2.2%
CC(=O)C1CCC2C3CCC4=CC(=O)CCC4(C)C3(F)C(O)CC12C (stereo unspecified) | -36.3%
Cc1ccc(C(=O)Nc2nc(-c3ccc4c(c3)OCCO4)cs2)o1 | 8.91µM*
COc1ccc(CN(C)C[C@H]2OCCCC[C@@H](C)Oc3ccc(NS(C)(=O)=O)cc3C(=O)N([C@H](C)CO)C[C@@H]2C)cc1 | 7.2%
CC(=O)N1CCN(c2ccc(NC(=O)c3cccc(F)c3)cc2)CC1 | ?
N#Cc1nccc2ccc(OCc3ccc(Br)cc3)cc12 | -51.7%
CCSc1nc2c(c(=O)n(C)c(=O)n2C)n1Cc1ccc(Cl)cc1 | -26.0%
N#Cc1c(-c2ccc(Cl)cc2)n(O)c2ccccc12 | -71.0%
N#Cc1ccccc1OCC(=O)NC1CCCCCC1 | 0.1%
Cc1ccc(S(=O)(=O)NC(=O)C2(C)CCN2C(=O)c2ccc(C(F)(F)F)nc2C)cc1 (stereo unspecified) | -2.7%

Some of the entries so far, as labelled records:
OC(c1ccccc1)c1nc(-c2cccs2)cs1 (stereo unspecified)
  BRCA1 expr up: 96.1%

COc1cccc(NC(=O)C2(C)CCN2CCc2ccccc2)c1 (stereo unspecified)
  BRCA1 expr up: -2.2%

COc1ccc(CC(N)c2csc(Nc3cc(NCCCO)ncn3)n2)cc1 (stereo unspecified)
  BRCA1 expr up: 0.0%

COc1cc(Cn2c3ccc(NC(=S)NCc4ccc(C)cc4)cc3c(=O)n2C)ccc1F
  BRCA1 expr up: -8.3%

(listing goes on)
SMILES | BRCA1 expr up
CCCCC(=O)OC1CCC2C3CCc4cc(O)ccc4C3CCC12C (stereo unspecified) | -44.4%
CC(C)=C(C)c1cc2nc(NCCCN(C)C)n(C)c(=O)c2s1 | -3.3%
O=C(Nc1ccc(F)c(Cl)c1)c1cc(C2CCCN(S(=O)(=O)c3cccc4cccnc34)C2)on1 (stereo unspecified) | -0.8%
COc1ccc(C(=O)N/N=C/c2ccc(N(C)c3ccccc3)cc2)cc1 | -23.8%
CN(C)CCNC(=O)c1cccc2ccc(-c3ccc(-c4ccccc4)cc3)nc12 | -91.0%[inhibitor]
CNc1cncc(-c2cc(OC)ccc2OC)n1 | 30.1%
COc1cc(OC)c(/C=C/c2cc3ccccc3c[n+]2C)c(OC)c1 | -41.8%
c1ccc(-c2cc(-c3nc(-c4ccccn4)no3)c3ccccc3n2)cc1 | -8.1%
C[C@@H]1CN([C@@H](C)CO)C(=O)CCCn2nncc2CO[C@@H]1CN(C)C(=O)Nc1cccc(C(F)(F)F)c1 | -6.2%
CCOc1ccc(Cl)cc1-c1cc(C(=O)Nc2ccc(OC)nc2)[nH]n1 | -28.8%
CN(C)CCN(C)C1CN(CCc2ccccc2)S(=O)(=O)C1 (stereo unspecified) | 9.1%
COc1ncccc1-c1ccc2nncn2c1 | 15.9%
O=[N+]([O-])c1ccc(Nc2nc(NCCN3CCOCC3)nc(Nc3ccc(Cl)cc3)n2)cc1 | -76.0%
CCOc1ccc(CCN2C(=O)C(=O)N([C@@H](CC(C)C)CN3CCC[C@@H]3CN3C(=O)C(=O)NC[C@@H]3Cc3ccccc3)C[C@@H]2CC(C)C)cc1 | -24.2%
Cn1c(COc2ccccc2)nnc1SCC(=O)Nc1nnc(C2CC2)s1 | 12.6%
O=C(O)Cc1ccc2ccc3ccccc3c2c1 | -0.3%
C[C@H]1CN([C@@H](C)CO)C(=O)c2cc(C3=CCCC3)cnc2O[C@@H]1CN(C)C(=O)c1ccncc1 | 13.1%
COCC1CCCN(C(=O)c2cc(COc3ccc(C(C)=O)cc3)on2)C1 (stereo unspecified) | ?
CC1(C)C=Cc2c(ccc3c2OC[C@@H](c2ccc(O)cc2O)C3)O1 | 11.2µM*
O=C(Nc1c(-c2ccc(Cl)cc2)[nH][nH]c1=O)c1ccccn1 | -13.1%
CCOC(=O)C[C@H]1c2ccc(C(F)(F)F)cc2S(=O)(=O)N1C(C)(C)C | 7.2%
Brc1ccc2nc(-c3ccco3)c(Cc3ccccc3)n2c1 | 6.8%
CC(=O)Nc1cccc(-c2ccnc3c2CC(C(=O)Nc2cccc(N(C)C)c2)O3)c1 (stereo unspecified) | -20.0%
CCOc1ccccc1CN1CCNC(=O)C1CC(=O)NC1CCCCCCC1 (stereo unspecified) | -21.0%
Cc1ccc(-c2csc(C(O)c3cccc(Cl)c3)n2)cc1C (stereo unspecified) | 3.9%
Cc1cc(Br)cn2c(Cc3ccsc3)c(-c3ccc(C#N)cc3)nc12 | -9.1%

This is a subset; rates above refer to the full screens.
